HT1080 IDH1KD tx – kills HT-1080 cells with IDH1 knockdown. HT-1080 IDH1 knockdown viability, ATP luminescence, 48 h. Potency, µM (series often up to 46.1 µM), for inactives: at the highest dose activity, negative = toxicity, hits mostly cytotoxic. hit rate 2% among 360,000;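 also: potency is read from the fitted curve at half-maximal effect; 0% = DMSO wells and -100% = cell-free medium wells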
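After a 2 h attachment period, IDH1KD HT-1080 cells took pin-transferred compound for 48 h at 37 °C; ATP-based luminescence after 10 min room-temperature reagent incubation reported viability.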
SW480 rereplic – induces DNA re-replication in SW480 colon adenocarcinoma cells | SW480 DNA re-replication, Hoechst DNA content imaging, 48 h | Potency, µM (doses to about 46.1 µM), for the others: top-dose re-replication activation, hits mostly activators | hit rate 1.8% among 340,000; also: potency is read from the fitted curve at half-maximal effect; % of control where 0% means no effect; nearly all actives have a fitted effect of over 55% in size
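Treated cells incubate 48 hr (37 C, 5% CO2), are stained 40 min with Hoechst, and nuclear fluorescence is enumerated; a rise in nuclei with high DNA signal marks re-replication.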
KB-V1 cytotox – kills drug-selected multidrug resistant KB-V1 cells | KB-V1 MDR cells viability, CellTiter-Glo, 72 h | Potency, µM (series often up to 46.1 µM), without a hit: at the top dose activity change, negative = cytotoxicity, actives largely listed as cytotoxic | hit rate 3.4% among 400,000; also: potency is read from the fitted curve at half-maximal effect; % is scaled to controls: 0 for no effect and ±100 for the full control effect; nearly all actives have a fitted effect of over 60% in size
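Drug-selected KB-V1 cells, grown in DMEM lacking phenol red with 10% FBS, receive compound titrations; after three days at 37 degrees C, surviving cell ATP is quantified by CellTiter-Glo luminescence and responses normalized and curve-fitted.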
IL1B secr inh – inhibitors of inflammasome signaling (IL-1 beta secretion) | THP-1 LPS/ATP IL-1B secretion, AlphaLISA, 16 h; stronger effect = lower value | AID 743279 | hit rate 4.7% among 360,000 | activity change, % at 57.5 µM; in the data active = activity change below about -50%; inconclusive = mostly about -30% to -49%; also: % is scaled to controls: 0 for no effect and ±100 for the full control effect
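THP-1 cells pretreated 1 hr with compounds (up to 57.5 uM final), then stimulated with LPS (250 ng/mL final) plus ATP (1.25 mM final); secreted IL-1B measured by AlphaLISA after 16 hr, decreased signal indicating inhibition.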
KB-3-1 tox – KB-3-1 parental cell cytotoxicity | KB-3-1 viability, CellTiter-Glo ATP luminescence, 72 h | Potency, µM (series often up to 46.1 µM), for the others: at the top dose activity change, negative = cytotoxic, actives largely listed as cytotoxic | hit rate 1.4% among 400,000; also: potency is read from the fitted curve at half-maximal effect; % is scaled to controls: 0 for no effect and ±100 for the full control effect; nearly all actives have a fitted effect of over 60% in size
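KB-3-1 parental drug-naive adenocarcinoma cells in DMEM/10% FBS, incubated 72 h at 37 C with pin-transferred compounds across a concentration series. Viability by CellTiter-Glo luminescence; concentration-response curves fitted after normalization.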
MCF10A rereplic – inducers of DNA re-replication in MCF 10A breast cells; MCF 10A DNA re-replication, Hoechst nuclear intensity, 48 h; Potency, µM (highest dose often 46.1 µM), without a hit: top-dose activity, positive = re-replication, actives largely listed as activators; hit rate 2.9% among 350,000; also: potency is read from the fitted curve at half-maximal effect; % of control where 0% means no effect; nearly all actives have a fitted effect of over 50% in size
ATXN2 expr inh – inhibitors of ATXN2 expression; AID 1745845; HEK-293 ATXN2-luciferase reporter, luminescence, 24 h; Potency, µM (titrated, usually from 57 µM), for the others: top-dose activity change, negative = inhibition, hits mostly inhibitors; hit rate 0.72% among 360,000; also: potency is read from the fitted curve at half-maximal effect; % is scaled to controls: 0 for no effect and ±100 for the full control effect; nearly all actives have a fitted effect of over 55% in size
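qHTS (up to 57 uM final) was run with 24 h compound exposure of reporter cells at 37 °C. Each well was multiplexed: SteadyGlo luminescence measured ATXN2-luciferase expression after a fluorogenic Gly-Phe-AFC viability readout (25 uM final).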
HT1080NT lethal – kills 2HG-producing HT-1080-NT fibrosarcoma cells; Potency, µM (series often up to 46.1 µM), without a hit: at the highest dose activity, negative = less viability, hits mostly cytotoxic; AID 686970; HT-1080-NT fibrosarcoma viability, CellTiter-Glo ATP luminescence, 48 h; hit rate 1.6% among 360,000;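 also: NT is the 2HG producing partner of a matched IDH1 knockdown line; potency is read from the fitted curve at half-maximal effect; 0% = DMSO-treated cells and -100% = media-only wells without cells; nearly all actives have a fitted effect of over 55% in size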
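Compounds were tested in concentration-response format on HT-1080-NT cells for 48 hours at 37 degrees C. Cell viability came from CellTiter-Glo luminescence; curves were classified by r2, response magnitude and activity.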
ATXN viability – viability counter-screen for ATXN expression inhibitors; S2 cells (HEK-293 line with an ATXN2-luciferase reporter) viability, CellTiter-Fluor protease fluorescence, 24 h; Potency, µM (highest dose often 56.7 µM), most hits filed as cytotoxic; hit rate 0.49% among 400,000; AID 651635; also: potency is read from the fitted curve at half-maximal effect; nearly all actives have a fitted effect of over 40% in size
* hit, by the source's call; [ ] = another dose, or the depositor's remark. Unless noted, calls follow the shape of the dose curve; as a rule, active = well fitted curve in the direction sought with a large enough effect; inconclusive = small, poorly fitted or top-dose-only effect, or another doubt; inactive = no such curve, though single readings can be large; an effect the other way counts as inactive or inconclusive.

Results for CC(C)c1ccc(C(=O)NCCCN(C)C)cc1 ?
HT1080 IDH1KD tx: -0.9%; SW480 rereplic: 0.9%; KB-V1 cytotox: -18.9%; IL1B secr inh: 0.0; KB-3-1 tox: 2.4%; MCF10A rereplic: inconclusive; ATXN2 expr inh: 8.4%; HT1080NT lethal: 0.3%; ATXN viability: inactive

How did COCCn1c(SCCCc2ccccc2)nc2c1c(=O)[nH]c(=O)n2C do in these assays?
HT1080 IDH1KD tx: -3.4%; SW480 rereplic: -5.1%; KB-V1 cytotox: -23.9%; IL1B secr inh: -2.9; KB-3-1 tox: -5.5%; MCF10A rereplic: 2.8%; ATXN2 expr inh: 8.4%; HT1080NT lethal: -1.8%; ATXN viability: inactive

Results for COC(=O)c1ccccc1NC(=O)CSc1nnc(C(CO)NC(=O)c2ccccc2)n1C (centres undefined) ?
HT1080 IDH1KD tx: 7.2%[9.24 µM]; SW480 rereplic: 3.9%; KB-V1 cytotox: 1.0%; IL1B secr inh: 10.7; KB-3-1 tox: -4.7%; MCF10A rereplic: -0.5%; ATXN2 expr inh: 0.4%; HT1080NT lethal: -10.9%; ATXN viability: inactive

Results for N#C/C(=C\c1ccc(O)cc1)C(=O)N1CCCC1 ?
HT1080 IDH1KD tx: 7.8%; SW480 rereplic: -15.7%; KB-V1 cytotox: 9.9%; IL1B secr inh: -9.3; KB-3-1 tox: 6.2%; MCF10A rereplic: 5.2%; ATXN2 expr inh: -1.2%; HT1080NT lethal: 8.1%; ATXN viability: inactive

What do the screens show for `S=C1Cc2ccccc2C(c2ccc(Cl)cc2)N1` (centres undefined)?
HT1080 IDH1KD tx: -22.7%; SW480 rereplic: inconclusive; KB-V1 cytotox: 2.8%; IL1B secr inh: 29.5; KB-3-1 tox: -3.2%; MCF10A rereplic: 16.4µM*; ATXN2 expr inh: -31.8%; HT1080NT lethal: -11.2%; ATXN viability: inactive

How did CCc1nnc(NC(=O)CSc2nnc(-c3ccccc3O)n2-c2ccc(C)cc2C)s1 do in these assays?
HT1080 IDH1KD tx: inconclusive; SW480 rereplic: 18.4µM*; KB-V1 cytotox: 18.4µM*; IL1B secr inh: 51.3; KB-3-1 tox: inconclusive; MCF10A rereplic: 9.2µM*; ATXN2 expr inh: -9.6%; HT1080NT lethal: 4.61µM*; ATXN viability: inactive

What do the screens show for `COc1ccc(CNC(=O)COC(=O)CN2C(=O)COc3ccccc32)cc1`?
HT1080 IDH1KD tx: 13.7%; SW480 rereplic: inconclusive; KB-V1 cytotox: 12.8%; IL1B secr inh: 8.7; KB-3-1 tox: 14.9%; MCF10A rereplic: inconclusive; ATXN2 expr inh: 5.4%; HT1080NT lethal: 15.8%; ATXN viability: inactive

What do the screens show for `COc1ccc(NC(=O)C2CCN(C(=O)c3ccc(OC)cc3)CC2)cc1`?
HT1080 IDH1KD tx: 10.6%; SW480 rereplic: -19.3%; KB-V1 cytotox: -13.1%; IL1B secr inh: 13.3; KB-3-1 tox: 0.0%; MCF10A rereplic: -4.3%; ATXN2 expr inh: 1.2%; HT1080NT lethal: 6.5%; ATXN viability: inactive

What do the screens show for `CC1(C)CC2CC(C)(CN2C(=O)COC(=O)c2cc(Cl)cc(Cl)c2N)C1` (centres undefined)?
HT1080 IDH1KD tx: -1.7%; SW480 rereplic: -7.4%; KB-V1 cytotox: inconclusive; IL1B secr inh: 3.7; KB-3-1 tox: inconclusive; MCF10A rereplic: 8.3%; ATXN2 expr inh: -3.8%; HT1080NT lethal: -2.3%; ATXN viability: inactive

How did COc1ccc(N2C(=O)C(F)(F)C2c2ccc(C)cc2)cc1OC (centres undefined) do in these assays?
HT1080 IDH1KD tx: 5.6%; SW480 rereplic: 1.5%; KB-V1 cytotox: inconclusive; IL1B secr inh: 42.1; KB-3-1 tox: 9.7%; MCF10A rereplic: 29.6%; ATXN2 expr inh: -1.5%; HT1080NT lethal: -9.6%; ATXN viability: inactive

What do the screens show for `O=C1CC(=O)C(n2cncn2)C(c2ccc(Cl)cc2Cl)C1` (centres undefined)?
HT1080 IDH1KD tx: 3.6%; SW480 rereplic: -10.2%; KB-V1 cytotox: -0.2%; IL1B secr inh: 8.0; KB-3-1 tox: -0.8%; MCF10A rereplic: 13.7%; ATXN2 expr inh: -6.5%; HT1080NT lethal: 6.2%; ATXN viability: inactive

What do the screens show for `CC(Oc1cccc(Cl)c1)C(=O)NNC(=O)c1cccnc1` (centres undefined)?
HT1080 IDH1KD tx: 4.8%; SW480 rereplic: -8.6%; KB-V1 cytotox: 8.3%; IL1B secr inh: 4.3; KB-3-1 tox: 0.3%; MCF10A rereplic: 0.0%; ATXN2 expr inh: 0.5%; HT1080NT lethal: 0.6%; ATXN viability: inactive

How did CCCc1cc(=O)[nH]c(SCC(=O)c2cc(C)n(C(C)COC)c2C)n1 (centres undefined) do in these assays?
HT1080 IDH1KD tx: -6.1%; SW480 rereplic: 0.2%; KB-V1 cytotox: -10.5%; IL1B secr inh: 11.5; KB-3-1 tox: -0.3%; MCF10A rereplic: 3.4%; ATXN2 expr inh: 17.6%; HT1080NT lethal: 0.9%; ATXN viability: inactive

What do the screens show for `Cc1ccc(NC(=O)c2sc3nc(C)nc(N4CCN(c5ccccn5)CC4)c3c2C)c(C)c1`?
HT1080 IDH1KD tx: -9.5%; SW480 rereplic: 11.5%; KB-V1 cytotox: -12.5%; IL1B secr inh: -60.2*; KB-3-1 tox: -2.9%; MCF10A rereplic: inconclusive; ATXN2 expr inh: -20.0%; HT1080NT lethal: -4.0%; ATXN viability: inconclusive

What do the screens show for `COC(=O)c1c(C)[nH]c(C(=O)C(C)OC(=O)C2=NNC(=O)CC2)c1C` (centres undefined)?
HT1080 IDH1KD tx: -7.5%; SW480 rereplic: -9.3%; KB-V1 cytotox: 5.8µM*; IL1B secr inh: 5.7; KB-3-1 tox: inconclusive; MCF10A rereplic: -0.9%; ATXN2 expr inh: -12.9%; HT1080NT lethal: -1.7%; ATXN viability: inactive

Results for CC1(c2nnc(-c3ccc(Cl)cc3)o2)CC(c2ccncc2)=NO1 (centres undefined) ?
HT1080 IDH1KD tx: 8.9%; SW480 rereplic: -28.4%[9.22 µM]; KB-V1 cytotox: inconclusive; IL1B secr inh: 4.0; KB-3-1 tox: 11.5%; MCF10A rereplic: -0.9%; ATXN2 expr inh: 0.7%; HT1080NT lethal: 3.7%; ATXN viability: inconclusive

What do the screens show for `CCn1c(SCc2nc3ccccc3c(=O)[nH]2)nnc1-c1cccnc1`?
HT1080 IDH1KD tx: -1.3%; SW480 rereplic: -10.9%; KB-V1 cytotox: 13.8%; IL1B secr inh: 0.0; KB-3-1 tox: 12.3%; MCF10A rereplic: -13.3%; ATXN2 expr inh: 0.2%; HT1080NT lethal: 0.6%; ATXN viability: inactive

Results for CCNC(=O)C1(C)CCCN1C(=O)c1c(F)cccc1F (centres undefined) ?
HT1080 IDH1KD tx: 8.5%; KB-V1 cytotox: -13.3%; IL1B secr inh: 0.0; KB-3-1 tox: 0.0%; ATXN2 expr inh: 11.6%; HT1080NT lethal: 25.8%; ATXN viability: inactive

How did COc1cccc(CNC(=O)Cn2ccc3cc(S(=O)(=O)N4CCCC4)ccc32)c1 do in these assays?
HT1080 IDH1KD tx: -2.1%; SW480 rereplic: -0.7%; KB-V1 cytotox: -0.4%; IL1B secr inh: 16.8; KB-3-1 tox: -9.5%; MCF10A rereplic: inconclusive; ATXN2 expr inh: -14.3%; HT1080NT lethal: -22.4%; ATXN viability: inactive

Results for Cc1cc(C)n(-c2cccc(CN(C)Cc3nc(-c4cnccn4)no3)c2)n1 ?
HT1080 IDH1KD tx: -0.4%; SW480 rereplic: 2.8%; KB-V1 cytotox: 7.9%; IL1B secr inh: 29.0; KB-3-1 tox: 9.4%; MCF10A rereplic: 0.1%; ATXN2 expr inh: -0.5%; HT1080NT lethal: 1.7%; ATXN viability: inactive

Results for CNC(=O)CSc1nnc(-c2ccco2)n1-c1ccccc1OC ?
HT1080 IDH1KD tx: 1.3%; SW480 rereplic: -4.6%; KB-V1 cytotox: inconclusive; IL1B secr inh: -5.6; KB-3-1 tox: 3.5%; MCF10A rereplic: 1.5%; ATXN2 expr inh: 30.5%; HT1080NT lethal: 12.6%; ATXN viability: inactive

What do the screens show for `Oc1cccc(C(=S)N2CCN(Cc3ccccc3)CC2)c1`?
HT1080 IDH1KD tx: 1.5%; SW480 rereplic: -1.5%; KB-V1 cytotox: 0.9%; IL1B secr inh: -21.7; KB-3-1 tox: 0.0%; MCF10A rereplic: 7.9%; ATXN2 expr inh: -6.6%; HT1080NT lethal: 7.3%; ATXN viability: inactive

Results for CCCN1C(=O)/C(=C/c2cc(C)n(C)c2C)SC1=Nc1ccc(OC)cc1 ?
HT1080 IDH1KD tx: -22.3%; SW480 rereplic: 4.6%; KB-V1 cytotox: inconclusive; IL1B secr inh: -15.4; KB-3-1 tox: -21.4%; MCF10A rereplic: inconclusive; ATXN2 expr inh: -17.9%; HT1080NT lethal: inconclusive; ATXN viability: inactive

What do the screens show for `Cc1ccccc1Nc1nc(N)nc(CCl)n1`?
HT1080 IDH1KD tx: 14.6µM*; SW480 rereplic: inconclusive; KB-V1 cytotox: -4.9%; IL1B secr inh: -93.6*; KB-3-1 tox: inconclusive; MCF10A rereplic: inconclusive; ATXN2 expr inh: -38.3%; HT1080NT lethal: 1.16µM*; ATXN viability: inconclusive

Screening results as filed in PubChem.

Rows are unselected; any-hit rate near 11%.
